# Screening data as filed in PubChem BioAssay.
# CBFb-RUNX1 inh = CBF-beta/RUNX1 interaction disruption; AID 1477; AlphaScreen CBFb-His/RUNX1-biotin binding, biochemical; 230,000 tested, under 10 active; Potency, µM (highest dose often 59.8 µM), inactives show at the highest dose activity, negative = inhibition, usual class: inhibitors; Q01196+Q13951; also: % of control where 0% means no effect
#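 Room-temperature protein-protein interaction test with 30 nM each of His-tagged CBF-beta and biotinylated RUNX1, 15 min with compound, then 90 min with nickel plus streptavidin beads. Signal read in AlphaScreen mode.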
# Luc counter = counter-screen: inhibitors of Kinase-Glo firefly luciferase; Q27757; Potency, µM (titrated, usually from 38.3 µM), inactives show at the highest dose activity change, negative = inhibition, actives largely listed as inhibitors; actives 0.28% (n = 200,000); Kinase-Glo luciferase, ATP luminescence, 8 min; also: potency is read from the fitted curve at half-maximal effect; % is scaled to controls: 0 for no effect and ±100 for the full control effect; nearly all actives have a fitted effect of over 60% in size
#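 Inhibition of Kinase-Glo luciferase light generation was assessed at 10 uM ATP in pH 7.2 imidazole buffer, with luminescence measured after eight minutes at ambient temperature.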
# IMPase Li inh = cell-permeable IMPase inhibitors with lithium potentiation. actives 0.35% (n = 210,000). CHO-M1 cells, IP1 TR-FRET (IP-One), carbachol + lithium. Potency, µM (titrated, usually from 59.4 µM), for the others: at the highest dose activity, negative = IMPase inhibition, most hits filed as inhibitors. AID 1457;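 also: IP1 builds up when IMPase is blocked and the TR-FRET signal falls; potency is read from the fitted curve at half-maximal effect; plate controls were basal vehicle for no effect and high inhibitor control for full effect; nearly all actives have a fitted effect of over 50% in size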
#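 Test compounds were applied to CHO-M1 cells previously cultured for 16–30 h at 2000 per well. A small lithium amount accompanied them; after 30 min at 37C, IP1 was quantified by TR-FRET.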
# aGal spleen mod = inhibitors or activators of human alpha-galactosidase in spleen homogenate; AID 2107; Potency, µM (doses to about 80 µM), for inactives: at the highest dose activity change, negative = inhibition, hits mostly inhibitors; human spleen homogenate, 4MU-alpha-Gal fluorescence, 40 min; actives 0.008% (n = 240,000);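 also: potency is read from the fitted curve at half-maximal effect; 0% = enzyme with vehicle and -100% = no enzyme basal signal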
# Target sequence (P06280 32-429 limits assumed): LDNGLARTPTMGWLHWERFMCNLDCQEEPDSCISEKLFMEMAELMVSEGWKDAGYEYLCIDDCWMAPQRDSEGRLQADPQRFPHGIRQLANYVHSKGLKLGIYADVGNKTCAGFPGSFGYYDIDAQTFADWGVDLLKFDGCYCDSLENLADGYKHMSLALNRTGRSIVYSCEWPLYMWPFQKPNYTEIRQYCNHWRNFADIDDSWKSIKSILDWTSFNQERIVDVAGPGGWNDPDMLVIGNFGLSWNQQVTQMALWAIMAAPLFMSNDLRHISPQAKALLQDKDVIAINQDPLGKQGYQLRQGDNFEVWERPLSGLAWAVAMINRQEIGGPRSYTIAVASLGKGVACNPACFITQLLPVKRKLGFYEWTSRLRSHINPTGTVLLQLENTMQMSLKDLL
#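 Human spleen homogenate (1 ug) as enzyme source, 4-methylumbelliferyl-alpha-D-galactopyranoside 1 mM final, citrate/phosphate pH 5.0 with 0.01% Tween-20. Compounds 40 min at 37C, NaOH/glycine stop; fluorescence Ex 365/Em 440, Hill-fit AC50.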
# NPSR antagonist = antagonists of human neuropeptide S receptor cAMP signaling | Q6W5P4 | CHO-NPSR cells, cAMP TR-FRET, antagonist mode | Potency, µM (top dose mostly 38.3 µM), without a hit: at the top dose activity change, negative = inhibition, most hits filed as inhibitors | actives 1% (n = 220,000) | AID 1461; also: potency is read from the fitted curve at half-maximal effect; % is scaled to controls: 0 for no effect and ±100 for the full control effect; nearly all actives have a fitted effect of over 50% in size; many of its hits are not listed in these tables
# Target sequence (Q6W5P4 whole entry, looked up): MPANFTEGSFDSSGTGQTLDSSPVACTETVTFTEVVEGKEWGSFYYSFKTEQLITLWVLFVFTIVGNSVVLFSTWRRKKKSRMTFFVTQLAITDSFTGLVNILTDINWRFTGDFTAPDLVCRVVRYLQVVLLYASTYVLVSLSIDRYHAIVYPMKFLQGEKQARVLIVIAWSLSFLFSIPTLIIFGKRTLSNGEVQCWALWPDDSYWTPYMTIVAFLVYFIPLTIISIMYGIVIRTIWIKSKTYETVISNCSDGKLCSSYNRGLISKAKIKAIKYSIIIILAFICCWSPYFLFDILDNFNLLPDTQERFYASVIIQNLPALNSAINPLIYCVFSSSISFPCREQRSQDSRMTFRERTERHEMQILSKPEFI
# Epigenetic reg = derepresses silenced GFP reporter in murine cells. murine LDR cells, GFP reporter derepression, 30 h. Potency, µM (titrated, usually from 53.9 µM), for the others: at the highest dose GFP activation, hits mostly activators. actives 0.2% (n = 280,000). AID 1865; also: potency is read from the fitted curve at half-maximal effect; % of control where 0% means no effect; nearly all actives have a fitted effect of over 60% in size
#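 Readout is the number of GFP-expressing murine LDR cells, counted by cytometry following washing. Cells were treated with compound for 30 h at 37 C; the stably integrated CMV-GFP locus is normally silent.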
# Lamin A splicing = LMNA splicing modulation. HeLa LMNA splicing GFP/RFP minigene ratio, 48 h. Potency, µM (series often up to 46.1 µM), for the others: at the highest dose ratio change, negative = inhibition, most hits filed as inhibitors. actives 0.01% (n = 200,000). AID 1487; active = well fitted inhibition curve with a large enough effect in the signal ratio, with a control signal flat, not every such curve was filed as active; inconclusive = small, poorly fitted or top-dose-only effect, or effect the other way, or a change in a side signal; the % refers to the signal ratio; also: potency is read from the fitted curve at half-maximal effect; % is scaled to controls: 0 for no effect and ±100 for the full control effect
#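 S3 HeLa cells stably expressing lamin A-EGFP splicing minigene plus DsRed2, 600 cells/well, 48 h compound exposure at 37C. Laser-scanning cytometry; analysed as GFP (500-530 nm)/RFP (575-640 nm) total intensity ratio; 0.5% DMSO vehicle.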
# * marks the source's active call; other numbers are inactive results; ? = inconclusive; / = no result given; & = joins results of further samples; [ ] = remark or other dose. Unless noted, calls follow the shape of the dose curve; as a rule, active = well fitted curve in the direction sought with a large enough effect; inconclusive = small, poorly fitted or top-dose-only effect, or another doubt; inactive = no such curve, though single readings can be large; an effect the other way counts as inactive or inconclusive. The list is partial, so the mix of outcomes need not match the whole.
Compound	Luc counter	aGal spleen mod	Lamin A splicing	Epigenetic reg	NPSR antagonist	IMPase Li inh	CBFb-RUNX1 inh
CC(C)N(CCCNC(=O)CC1Oc2ccccc2NC1=O)Cc1ccccc1 (centres undefined)	-4%	15%	-6%	5.8%	1%[46.1 µM]	10%[38.3 µM]	-5%
c1ccc2c(N3CCCC3)nc(-c3ccncc3)nc2c1	1%	5%	5%	0.9%	-26%[46.1 µM]	16%[38.3 µM]	0%
CCCCCCCCC(=O)N/N=C/c1ccccn1	-1%	-16%	?	3.6%	-11%[46.1 µM]	1%[38.3 µM]	-4%
Cc1nc2c(C)[n+](CC(=O)c3ccccc3)ccc2n1C	/	1%	/	-0.8%	7%	/	6%
CCC(=O)Nc1ccc(C(=O)CSc2nc3ccccc3cc2CC)cc1	4%	4%	12%	-0.7%	-30%[46.1 µM]	20%[38.3 µM]	16%
CC1=C([N+](=O)[O-])C(c2ccccc2C(F)(F)F)NC(=O)N1C (centres undefined)	/	7%	/	0.0%	44%	/	-1%
Cc1ccccc1NC(=O)c1nn(-c2ccc(F)c(F)c2)ccc1=O	3%	5%	?	0.9%	-8%	-5%	6%
c1csc(-c2nn3c(Cn4nnc5ccccc54)nnc3s2)c1	4%	8%	-8%	0.0%	-3%[46.1 µM]	1%	2%
COc1ccc2c(Cl)c(C(=O)NCCCn3ccnc3)sc2c1Cl	-6%	7%	12%	-1.1%	-8%[46.1 µM]	-10%[38.3 µM]	3%
N#Cc1ccc(-c2ccc(F)cc2)nc1Oc1ccc(F)cc1	-4%	3%	3%	-2.2%	2%[46.1 µM]	-20%[38.3 µM]	4%
O=C(c1ccc(NC2=NC3CS(=O)(=O)CC3S2)cc1)N1CCN(C(=O)c2ccco2)CC1 (centres undefined)	-4%	-3%	2%	-1.7%	9%	0%	14%[2.36 µM]
O=C(Cc1ccc(Cl)cc1)N1CCN(C(=O)c2ccco2)CC1	-4%	-9%	2%	-2.1%	-11%[46.1 µM]	-22%[38.3 µM]	9%
CCC1S/C(=N\S(=O)(=O)c2cccs2)N(C2CCCCC2)C1=O (centres undefined)	-3%	13%	7%	0.3%	-23%[46.1 µM]	24%[38.3 µM]	4%
O=C(Nc1nccs1)c1cc2c(s1)-c1ccccc1OC2	15%	-2%	-6%	5.6%	-5%[46.1 µM]	-4%[38.3 µM]	23%
O=C(Nc1ccc(F)cc1)Nc1ccc(N2CCOCC2)c2nonc12	-11%	5%	10%[46 µM]	-1.9%	-6%	0%	-12%
Cc1c(NC(=O)C(C)OC(=O)/C=C/c2ccco2)c(=O)n(-c2ccccc2)n1C (centres undefined)	-2%	4%	1%[46 µM]	2.5%	4%	2%	-20%
COCc1cc(C)nc2sc(C(=O)N3CCCCC3)c(N)c12	-4%	4%	14%	-3.0%	-2%[46.1 µM]	7%[38.3 µM]	3%
O=c1oc2cc(OCc3c(F)c(F)c(F)c(F)c3F)ccc2cc1-c1ccccn1	0%	-12%	-9%	0.0%	0%	-8%	-2%
O=C(/C=C/C(=O)NCc1cccs1)NCc1cccs1	/	3%	/	2.1%	4%	/	6%
COc1cc2c(cc1NC(=O)c1cncc(Br)c1)oc1ccccc12	0%	9%	5%	-1.1%	4%[46.1 µM]	18%[38.3 µM]	8%

# An excerpt from above in order of the Lamin A splicing value, largest number first.
compound | Lamin A splicing
COCc1cc(C)nc2sc(C(=O)N3CCCCC3)c(N)c12 | 14%
O=C(Nc1nccs1)c1cc2c(s1)-c1ccccc1OC2 | -6%
O=c1oc2cc(OCc3c(F)c(F)c(F)c(F)c3F)ccc2cc1-c1ccccn1 | -9%

# Following part.
Compound	Luc counter	aGal spleen mod	Lamin A splicing	Epigenetic reg	NPSR antagonist	IMPase Li inh	CBFb-RUNX1 inh
CCOc1ccccc1CNC(=O)c1c([N+](=O)[O-])c(C)nn1C	7%	2%	-8%	-1.0%	-1%	7%	2%
CN(C)c1nc(Cl)nc(NCCOc2ccccc2)n1	4%	-5%	7%	1.0%	1%	0%	3%
NNC(=S)Nc1cc(S(=O)(=O)N2CCOCC2)ccc1N1CCOCC1	1%	4%	9%[46 µM]	0.0%	-4%	-3%	8%
CC(=O)c1ccc(NC(=O)CCNS(=O)(=O)c2cccc3nonc23)cc1	1%	3%	-9%	-1.1%	-2%[46.1 µM]	23%[38.3 µM]	4%
CN(Cc1cccc(F)c1)C(=O)c1ccc(S(=O)(=O)C(F)F)cc1	2%	2%	11%	-4.0%	-1%[46.1 µM]	1%[38.3 µM]	2%
CC(=O)SC1CC2=CC(=O)CCC2(C)C2CCC3(C)C(CCC34CCC(=O)O4)C12 (centres undefined)	-1%	-6%	?	-0.1%	-41%	3%	6%
Cc1cccc(C)c1-n1c(C)cc(/C=N/NC(=O)CSc2ncccn2)c1C	1%	4%	4%	0.0%	6%	8%	0%
Clc1cccc(CNc2nnnn2-c2ccccc2)c1	/	16%	?	0.9%	-10%[46.1 µM]	/	6%
CC(=O)c1cccc(N=C2C(=O)Nc3ccccc32)c1	/	11%	0%	-1.0%	-10%[46.1 µM]	/	1%
CCOC(=O)CN1C(=O)C(C)(C)Oc2ccc(C(=O)Nc3ccccc3OC)cc21	-8%	-2%	-10%	0.0%	-22%[46.1 µM]	22%[38.3 µM]	3%
COc1ccc(CSCCc2n[nH]c(=S)n2-c2ccccc2)cc1C	2%	-5%	-21%[46 µM]	-3.0%	-16%	6%	-7%
CCOC(=O)c1nnn(-c2nc(OC)nc(N3CCCCC3)n2)c1-c1ccccc1	-4%	3%	-3%	-1.1%	-10%[46.1 µM]	3%[38.3 µM]	2%
COc1ccc(C(=O)C2CCN(C(=S)NCCc3ccc(OC)c(OC)c3)CC2)cc1	-4%	7%	/	-3.1%	31%	31%[activator]	-4%
O=C(c1cnn2c(C(F)F)cc(C3CC3)nc12)N1CCCC1	-5%	-1%	5%	0.7%	-30%[46.1 µM]	16%[38.3 µM]	-4%
Cn1c(=O)c2c(nc(NCc3cccnc3)n2Cc2ccc(Cl)cc2)n(C)c1=O	0%	15%	-12%	-3.0%	-10%[46.1 µM]	7%[38.3 µM]	-3%
CCC(C)NC(=O)c1ccc(CSCc2cccc(F)c2)o1 (centres undefined)	3%	-14%	-10%	-0.3%	7%[46.1 µM]	30%[activator][38.3 µM]	0%
COc1ccc(CNc2ccccc2)cc1Br	1%	-4%	9%	-1.0%	3%	-8%	12%
Cc1noc(C)c1C(=O)OCC(=O)c1c[nH]c2ccccc12	-2%	1%	14%	0.0%	-12%[46.1 µM]	13%[38.3 µM]	-4%
COc1ccc2[nH]cc(CCn3ccc(=O)c(C)c3C)c2c1	6%	-3%	/	2.0%	-9%	1%	-2%
O=C(CSC1=NCCS1)N1CCN(c2ccccc2)CC1	-2%	7%	?	0.0%	1%[46.1 µM]	10%	7%
COC(=O)c1ccc(NC(=O)CCOc2ccccc2)cc1	0%	2%	/	0.4%&-0.8%	-9%	0%	8%
Cc1cccc(-c2cc(=O)c3cc(Br)ccc3o2)c1	-1%	0%	/	0.3%	/	28%	17%[21.7 µM]
CCc1nnc(NC(=O)c2ccc(S(=O)(=O)NC3CCCCC3)cc2)s1	5%	3%	?	-4.7%	-14%[46.1 µM]	-1%	4%
CCn1c(-c2c(Cl)c(C)nn2C)n[nH]c1=S	3%	3%	4%	5.2%	1%	-11%	-1%
COc1cc(C(=O)NC(=S)Nc2ccc([N+](=O)[O-])cc2C)cc(OC)c1OC	2%	13%	-12%	1.0%	-6%	2%	-15%
Cc1[nH]c2ccccc2c1N=Nc1cccc(C(=O)O)c1	5%	-4%	-3%	-2.0%	-38%	-3%	10%
CCOC(=O)N1CCN(C(=O)CCCn2c(=S)[nH]c3ccc(Br)cc3c2=O)CC1	-2%	-9%	-11%	1.0%	-14%[46.1 µM]	23%[38.3 µM]	-3%
CCc1ccc(-c2cc(C(=O)N/N=C/c3c[nH]c4ccccc34)[nH]n2)cc1	3%	2%	?	0.0%	-54%	9%	-18%
O=C(CCN1C(=O)C2C3C=CC(C3)C2C1=O)N1CCN(c2ccccc2Cl)CC1 (centres undefined)	-3%	-6%	8%	-1.0%	-6%[46.1 µM]	44%[activator][38.3 µM]	2%
COc1ccc(CN2CCNC(=O)C2CC(=O)N2CCc3ccccc3C2)c(OC)c1 (centres undefined)	-1%	-3%	19%[46 µM]	1.1%	-22%	1%	1%
COc1ccc(C(=O)CSc2nc3nc(C)cc(C)n3n2)cc1OC	-1%	5%	-2%	-3.0%	-8%[46.1 µM]	10%[38.3 µM]	0%
NS(=O)(=O)c1cccc(NC(=O)CSc2nnnn2-c2ccccc2)c1	/	12%	/	0.0%	10%	/	12%
NC(=O)C1CCN(C(=O)c2ccc3c(=O)n(Cc4ccco4)c(SCC(=O)c4ccccc4)nc3c2)CC1	0%	-22%	/	0.6%	-56%	11%	-11%
CC(=O)CSc1ncnc2sc3c(c12)CCC3	3%	-1%	4%[46 µM]	-1.4%	-1%	3%	-4%
O=S(=O)(c1ccccc1)N1CCSC1c1ccco1 (centres undefined)	0%	4%	10%	-1.0%	0%[46.1 µM]	25%[38.3 µM]	6%
CC(=O)OC1C[C@]2(C)[C@@H](CC(O)C3[C@]4(C)CCC(O)C(C)[C@@H]4CC[C@]32C)/C1=C(/CCC=C(C)C)C(=O)O (some centres undefined)	-9%	3%	/	-1.3%	/	-4%	?
Cc1cc2nc(-c3ccc(SCC(=O)Nc4ccc5c(c4)OCCO5)nc3)[nH]c2cc1C	11µM*	-1%	2%	?	-17%[46.1 µM]	?	0%
CCN(CC)c1ccc(C(=O)OCc2c(C)noc2C)cc1	-2%	4%	-17%[46 µM]	-0.4%	-7%	11%	12%
CCNCc1nc2cc(OC)c(OC)cc2c(=O)[nH]1	1%	11%	-3%	4.2%	-3%[46.1 µM]	6%[38.3 µM]	7%
COC(=O)c1cccc(NC(=S)Nc2cccc(Cl)c2Cl)c1	3%	5%	-7%	6.9%	7%[46.1 µM]	10%	5%
O=C(O)CN1CCN(Cc2ccc(F)cc2Cl)C1=O	5%	5%	2%	-1.2%	-10%[46.1 µM]	?	-28%
CC(=O)c1ccc(OCc2ccc(C(=O)c3ccccc3)cc2)cc1	-3%	-11%	/	1.1%	8%	23%	1%
COC(=O)c1cc2c(N)c(C(=O)c3ccccc3)sc2nc1C(OC)OC	/	-7%	/	6.5%	49%	/	19%
